High-throughput results deposited in PubChem by National Center for Advancing Translational Sciences (NCATS).
CHX counter: Cycloheximide Counterscreen for Small Molecule Inhibitors of Shiga Toxin. max response, %. AID 2314, 2010. cell reporter, cycloheximide protein synthesis inhibition counterscreen. actives 12% (n = 300,000); in the data active means max response mostly above about 13%, no sharp cut-off; inactive means mostly below about 14%; further: read at 38.3 µM for the half of the compounds with a filed dose; 0% is about no effect
Pf growth 96h: Primary qHTS for delayed death inhibitors of the malarial parasite plastid, 96 hour incubation; actives 6.9% (n = 320,000); Potency, µM (series often up to 28.7 µM), without a hit: at the top dose activity change, negative = inhibition, most hits filed as inhibitors; P. falciparum luciferase reporter growth, 96 h; further: potency means the concentration at half of the fitted maximal effect; on the % scale 0 is the no-effect control and ±100 the full control effect
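P. falciparum expressing integrated firefly luciferase grown in erythrocytes (2% hematocrit, 0.05% parasitemia final) with compounds for 96 hours at 37 C, 5% CO2. Growth inhibition read as loss of luminescence after adding luciferase detection reagent.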
Pf growth 48h: Primary qHTS for delayed death inhibitors of the malarial parasite plastid, 48 hour incubation | Potency, µM (top dose mostly 28.7 µM), without a hit: at the highest dose activity change, negative = inhibition, usual class: inhibitors | P. falciparum luciferase growth in erythrocytes, 48 h | actives 5.9% (n = 310,000); further: potency means the concentration at half of the fitted maximal effect; on the % scale 0 is the no-effect control and ±100 the full control effect
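A one-generation exposure of luciferase-tagged malaria parasites in RPMI 1640/Albumax erythrocyte culture, 37 C and 5% CO2. Inhibition is inferred from decreased luminescence after adding detection reagent.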
Shiga toxin inh: A qHTS for Small Molecule Inhibitors of Shiga Toxin. AID 2315, 2010. Vero cells, Shiga toxin protein synthesis inhibition reporter. actives 9.2% (n = 290,000). inhibition, % at 38.7 µM; in the data active means inhibition mostly above about 28%, no sharp cut-off; inactive means mostly below about 43%; further: 0% is about no effect
HCV inhibitor: qHTS Assay for Inhibitors of Hepatitis C Virus (HCV) | Huh7.5.1 HCVcc-Cre infection, luciferase reporter, 44 h | Potency, µM (series often up to 41.8 µM), inactives show top-dose activity change, negative = inhibition, actives largely listed as inhibitors | actives 3.4% (n = 340,000); further: potency means the concentration at half of the fitted maximal effect; on the % scale 0 is the no-effect control and ±100 the full control effect
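Reporter virus HCVcc-Cre (~0.5 moi) infects cells exposed to compound; seeding density 1,000 cells/well with 4 h settling beforehand. Luminescence, 15 sec read, taken 44 h post-infection following a 15 min RT substrate incubation.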
FBPA Giardia inh: qHTS Assay for Inhibitors of Fructose-1,6-bisphosphate Aldolase from Giardia Lamblia; A8B2U2; purified Giardia FBPA; Potency, µM (series often up to 59.6 µM), for the others: top-dose activity, negative = inhibition, most hits filed as inhibitors; actives 0.71% (n = 290,000); AID 2451, 2010; further: potency means the concentration at half of the fitted maximal effect; on the % scale 0 is the no-effect control and ±100 the full control effect; nearly all actives have a fitted effect of over 55% in size
Target sequence (A8B2U2 whole entry, looked up): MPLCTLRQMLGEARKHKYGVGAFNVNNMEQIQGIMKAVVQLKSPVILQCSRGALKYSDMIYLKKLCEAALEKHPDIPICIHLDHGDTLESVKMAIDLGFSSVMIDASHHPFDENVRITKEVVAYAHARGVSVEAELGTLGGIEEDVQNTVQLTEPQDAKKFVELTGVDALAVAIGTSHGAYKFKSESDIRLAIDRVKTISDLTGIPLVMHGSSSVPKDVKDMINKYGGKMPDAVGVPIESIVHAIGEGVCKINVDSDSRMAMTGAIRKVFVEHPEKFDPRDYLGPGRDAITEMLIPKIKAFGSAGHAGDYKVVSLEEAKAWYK
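Giardia FBPA (40 nM reagent) was preincubated 10 min at RT with compound (up to 57.5 uM final), then substrate plus GAPDH/TPI/NAD/arsenate coupling system with diaphorase/resazurin was added; resorufin fluorescence (525/598 nm) was read after 20 min.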
Numbers without * were called inactive; i = inactive; ? = inconclusive; . = not tested or not shown; + = active, no number; [ ] = another dose, or the depositor's remark. Unless noted, the call rests on the fitted dose curve; in most records, active means well fitted curve in the direction sought with a large enough effect; inconclusive means small, poorly fitted or top-dose-only effect, or another doubt; inactive means no such curve, though single readings can be large; an effect the other way counts as inactive or inconclusive.

The line under a structure holds: CHX counter	FBPA Giardia inh	Shiga toxin inh	Pf growth 48h	Pf growth 96h	HCV inhibitor
Cc1cc(C(=O)N2CCCC(C(=O)c3cccc(C(F)(F)F)c3)C2)n[nH]1 (stereo not drawn)
    15	2%	-8	?	-16%	?
O=C(O)C1CCC(NSc2ccccc2[N+](=O)[O-])CC1 (stereo not drawn)
    -1	16%	7	31%	0%	8%
COc1ccc(C(C(=O)NC2CCCC2)N(C(=O)c2snc(C(N)=O)c2N)c2cccc(O)c2)cc1 (stereo not drawn)
    23	-25%	23	2%	22%	?
O=C(NCc1ccc2c(c1)OCO2)C1CCCN(S(=O)(=O)c2cccc3cccnc23)C1 (stereo not drawn)
    0	0%	12	?	?	?
O=C(CC1C(=O)NCCN1Cc1ccc(Cl)c(F)c1)NC1CCCCC1 (stereo not drawn)
    -1	.	-5	-2%	?	.
CCC[C@@H]1Cc2ccccc2N1C(C)=O
    .	.	.	20%	37%[activator]	6%
O=C(CSc1nnc(-c2ccccc2Cl)o1)Nc1ccc2c(c1)OCCO2
    14	-5%	13	i	.	-2%
COc1cc(OC)c2ccc(=O)oc2c1C(CCN1CCOCC1)c1ccc2c(c1)OCO2 (stereo not drawn)
    6	-1%	-10	.	.	2%
NC(=O)C1CCN(C(c2ccccc2Cl)c2nnnn2Cc2ccc3c(c2)OCO3)CC1 (stereo not drawn)
    -2	10%	-14	-10%	22%	9%
Fc1ccc(NC(=S)N2CCN(c3ncccn3)CC2)cc1
    11	-7%	-3	15%	-23%	13%
Cc1ccc(C)c2c(N)c3c(nc12)CCCCC3 (tested in a mixture with another compound)
    -2	-4%	-13	?	?	?
COc1cc(F)ccc1S(=O)(=O)N1CCN(C23CC4CC(CC(C4)C2)C3)CC1
    0	6%	-11	.	?	-3%
N#C/C(=C\c1ccc(-c2ccc([N+](=O)[O-])cc2)o1)C(=O)Nc1nc(-c2cccs2)cs1
    7	-17%	14	13%	113%[activator]	10µM*
O=C(CCC(=O)Nc1ccc(F)cc1)N/N=C/c1ccncc1
    -3	-10%	-21	2%	-26%	-12%
O=C(CCC1COc2ccccc2O1)NCC1COc2ccccc2O1 (stereo not drawn)
    1	1%	3	1%	.	13%
Cc1ccnn1CC(=O)N/N=C/c1cn[nH]c1-c1ccccc1
    -2	1%	15	-9%	16%	24%
CC1=C(NCCc2ccccc2)CCC1=O
    1	3%	2	-16%	.	6%
CCOP(=O)(OCC)C(NC(=O)C(F)(F)F)c1ccccc1 (stereo not drawn)
    -6	1%	-4	6%	-19%	21%
CCCOn1c(-n2nc(C)cc2C)nc2ccccc2c1=O
    -3	6%	-20	.	-18%	8%
COC(=O)c1ccccc1NC(=O)CSCC(=O)Nc1ccccc1OC
    15	-6%	-19	64%[activator]	47%[activator]	-2%
CCOC(=O)C1(C(F)(F)F)N=C(N(C)C)OC(N(C)C)=N1
    -3	-3%	1	28%	4.1µM*	9%
CC(C)(C)C1(C)OC(C(=O)NC2CCCCC2)C(C(=O)NC2CCCCC2)O1 (stereo not drawn)
    -3	0%	29	-20%	?	-9%
COc1cc2c(C#N)c(N3CCCC3)nc(N)c2c(N)n1
    1	1.3µM*	10	36%[activator]	?	?
Cc1nnc(SCC(=O)N2CCC(c3noc4ccc(F)cc34)CC2)s1
    -1	8%	-20	?	-5%	4%
CCOC(=O)CSC1=C(C#N)C(c2ccccc2C)C2=C(CCCC2=O)N1 (stereo not drawn)
    -1	?	4	-27%	.	-5%
Cc1ccccc1CN1CCC(Oc2ccc(C(=O)N3CCCC3)cc2)CC1
    -4	6%	-10	?	74%[activator]	-7%
CC(C)[C@H](NC(N)=O)C(=O)Nc1ccc(F)c(Cl)c1
    3	4%	-5	-22%	-2%	8%
CCC(=O)NS(=O)(=O)c1cccnc1Nc1ccc(Cl)cc1
    1	15%	15	17%	.	11%
C1=C(c2ccccc2)CCN(c2nc3ccccc3n3cnnc23)C1
    7	-14%	-20	.	6%	0%
O=C(N/N=C/c1sc2ccccc2c1O)c1ccccc1
    50*	?	61*	4.7µM*	?	4.5µM*
CCOc1ccc(C(=O)NCC(c2cccs2)N(C)C)cc1 (stereo not drawn)
    35*	-4%	28*	16%	?	-1%
O=C(O)c1cc2c(cc1NC(=O)c1c(F)cccc1Cl)OCCCO2
    -4	-5%	-14	6%	?	7%
CC1(C(=O)O)CCC(C(=O)NCCc2ccccc2)C1(C)C (stereo not drawn)
    6	7%	-7	9%	?	8%
CCOc1ccc(C(C)=O)cc1CC(C(N)=O)C(N)=O
    -2	0%	-9	.	-55%	18%
C/C(=N\OC(=O)C1CC1)C1CC1c1ccc(F)cc1 (stereo not drawn)
    -2	5%	-5	59%[activator]	6%	?
Cc1ccc2cc(C#N)c(NCc3ccco3)nc2c1
    25	-18%	-2	-16%	1%	?
COC(=O)Cc1c(O)ccn(Cc2cccc(C(F)(F)F)c2)c1=O
    -6	-1%	-15	-2%	23%	20%
Cc1ccc(NC(=S)Nc2cc(-c3ccccc3)[nH]n2)cc1Cl
    13*	-1%	48*	?	28%	27%
N#CC(c1ccccc1)C1CCN(Cc2ccccc2)CC1 (stereo not drawn)
    0	-18%	-4	20%	22%	-7%
Cc1[nH]n(C(N)=S)c(=O)c1N=Nc1ccc2ccccc2c1
    45*	17%	93*	28%	4.7µM*	7%
CCCc1cc(=O)n2[nH]c(NCc3ccc(Cl)cc3Cl)nc2n1
    1	12%	17	34%[activator]	80%[activator]	11%
COC(=O)c1ccc(C2Nc3ccccc3NC3=C2C(=O)CC(C)(C)C3)cc1 (stereo not drawn)
    -4	0%	-6	-11%	-13%	16%
CC(=O)N(Cc1ccccc1C)c1cccc(C)c1C
    -2	6%	-5	?	?	0%
O=C(CNC(=O)c1ccccc1)N=Nc1c(O)[nH]c2ccc(Br)cc12
    -5	-10%	-6	14%	10%	14%
CCOc1ccccc1NC(=O)CSc1nnc(CNC(=O)c2c(F)cccc2Cl)o1
    8	.	-9	17%	27%	?
Cc1cc(C(=O)Nc2cccnc2)on1
    -1	1%	1	7%	-18%	6%
O=C(N/C(=C\c1cccnc1)C(=O)N1CCOCC1)c1cccc(Br)c1
    -1	3%	-10	-16%	?	17%
CN(Cc1ccccc1Cl)C(=O)c1cnccc1C(F)(F)F
    8	6%	-8	?	?	-16%
Cc1cccc(NC(=S)NCCN(C2CCCCC2)C2CCCC2)c1
    -7	-9%	19	?	1%	?
Cc1cc(C)c2c(CC(=O)O)c(C)[nH]c2c1
    4	-12%	2	-16%	8%	0%

More records
The line under a structure holds: CHX counter	FBPA Giardia inh	Shiga toxin inh	Pf growth 48h	Pf growth 96h	HCV inhibitor
O=C(CNC(=O)c1ccccc1F)NCCOc1ccccc1Cl
    15*	10%	+	20%	-7%	2%
COc1cccc(/C=N/N2CCN(C)CC2)c1
    29*	4%	19	-9%	17%	3%
COc1ccc(NC(=S)N2CCC(C(=O)c3ccc(OC)cc3)CC2)cc1
    0	-4%	3	0%	-1%	12%
CC(C)C(c1nnnn1CCc1ccccc1)N1CCOCC1 (stereo not drawn)
    -4	25%	-13	-10%	159%[activator]	-3%
COc1ccc(/C=N/NC(=O)c2ccccc2OCc2ccccc2)c(OC)c1
    30*	-6%	64*	?	11%	13µM*
Cc1ccccc1NC(=S)NCc1ccc2[nH]c3c(c2c1)CCCC3
    0	-5%	11	-10%	?	?
COc1ccc(C(=O)OC2CCN(c3ncc(C(F)(F)F)cc3Cl)CC2)cc1
    2	1%	12	0%	1%	9%
O=C(Nc1ccncc1)c1c(F)c(F)c(F)c(F)c1F
    -3	0%	3	10µM*	-26%	-4%
c1cc(C2CCN(Cc3nc(-c4ccc5c(c4)OCO5)no3)CC2)ccn1
    -2	-17%	-12	14%	?	?
COc1ccc(C(=O)c2ccc(N3CCOCC3)cc2)c(OC)c1
    14*	1%	14	-4%	44%[activator]	-21%
O=C(O)CCCN(Cc1cccc(Br)c1)S(=O)(=O)c1ccc(Br)cc1
    9	18%	-9	25%	0%	26%
Cc1ccccc1N1CCN(S(=O)(=O)c2ccc3oc(=O)ccc3c2)CC1
    -1	8%	-5	-3%	.	?
Cc1ccc2nc(C)cc(N3CCOCC3)c2c1
    1	-5%	38	1%	.	10µM*
Cc1nn(CCc2n[nH]c(=S)n2-c2cccc(Cl)c2)c(C)c1[N+](=O)[O-]
    -8	-5%	-14	.	10%	8%
COc1ccc(/C=C2\Oc3cc(OCC(=O)N4CCC[C@H]4C(=O)O)ccc3C2=O)c(OC)c1
    -1	-1%	19	38%[activator]	58%[activator]	6%

Molecules from the list above that contain an NH in an aromatic ring:
The line under a structure holds: CHX counter	FBPA Giardia inh	Shiga toxin inh	Pf growth 48h	Pf growth 96h	HCV inhibitor
Cc1cc(C(=O)N2CCCC(C(=O)c3cccc(C(F)(F)F)c3)C2)n[nH]1 (stereo not drawn)
    15	2%	-8	?	-16%	?
Cc1ccnn1CC(=O)N/N=C/c1cn[nH]c1-c1ccccc1
    -2	1%	15	-9%	16%	24%
Cc1ccc(NC(=S)Nc2cc(-c3ccccc3)[nH]n2)cc1Cl
    13*	-1%	48*	?	28%	27%
Cc1[nH]n(C(N)=S)c(=O)c1N=Nc1ccc2ccccc2c1
    45*	17%	93*	28%	4.7µM*	7%
CCCc1cc(=O)n2[nH]c(NCc3ccc(Cl)cc3Cl)nc2n1
    1	12%	17	34%[activator]	80%[activator]	11%
O=C(CNC(=O)c1ccccc1)N=Nc1c(O)[nH]c2ccc(Br)cc12
    -5	-10%	-6	14%	10%	14%
Cc1cc(C)c2c(CC(=O)O)c(C)[nH]c2c1
    4	-12%	2	-16%	8%	0%
Cc1ccccc1NC(=S)NCc1ccc2[nH]c3c(c2c1)CCCC3
    0	-5%	11	-10%	?	?
Cc1nn(CCc2n[nH]c(=S)n2-c2cccc(Cl)c2)c(C)c1[N+](=O)[O-]
    -8	-5%	-14	.	10%	8%
